Bioassay records deposited in PubChem BioAssay by National Center for Advancing Translational Sciences (NCATS).
G9a inh = G9a (human) methyltransferase inhibition; 8.8% of 350,000 active; Potency, µM (series often up to 102 µM), for inactives: at the top dose activity, negative = inhibition, usual class: inhibitors; G9a H3K9 monomethylation, AlphaScreen, 2 h; also: potency is read from the fitted curve at half-maximal effect; % is scaled to controls: 0 for no effect and ±100 for the full control effect; nearly all actives have a fitted effect of over 75% in size
Target sequence (Q96KQ7 913-1193 limits assumed): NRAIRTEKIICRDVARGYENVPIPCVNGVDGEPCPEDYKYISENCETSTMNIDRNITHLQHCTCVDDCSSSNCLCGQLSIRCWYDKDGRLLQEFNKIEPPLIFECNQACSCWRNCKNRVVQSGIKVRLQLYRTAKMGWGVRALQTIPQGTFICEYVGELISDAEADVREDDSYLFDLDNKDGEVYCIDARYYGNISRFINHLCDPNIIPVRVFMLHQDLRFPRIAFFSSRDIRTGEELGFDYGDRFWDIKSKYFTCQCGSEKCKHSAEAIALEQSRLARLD
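Using a bead-based AlphaScreen, monomethylated H3K9 product from 2 h room-temperature reactions (G9a 20 nM, peptide 500 nM, SAM 20 uM) was detected with 0.5 ug/mL rabbit anti-H3K9me1 antibody.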
ERG Ets-DNA blk = ERG Ets/DNA interaction inhibition; fluorescence polarization, His-ERG Ets domain / labelled DNA; 0.028% of 370,000 active; Potency, µM (series often up to 76.9 µM), inactives show at the top dose FP activity, negative = inhibition, actives largely listed as inhibitors; P11308; active = well fitted inhibition curve with a large enough effect in the polarisation, with a control signal flat; inconclusive = small, poorly fitted or top-dose-only effect, or effect the other way, or a change in a side signal; inactive = no such curve, though single readings can be large or run the other way; the % refers to the polarisation;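 also: polarization taken with two DNA probes labelled with fluorescein and Texas red; potency is read from the fitted curve at half-maximal effect; % of control where 0% means no effect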
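His-tagged ERG Ets domain (1 uM in the protein solution; 300mM KCl, 50mM Tris-HCl, 1mM EDTA, 1mM DTT, pH 7.5) received compound, then a probe mix of 5 nM fluorescein-DNA and 100nM Texas-615-DNA. Fluorescence polarization was read for both dyes.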
JMJD2A Tudor = inhibitors of human JMJD2A Tudor domain; AID 504339; 4.4% of 390,000 active; AlphaScreen JMJD2A-Tudor / H3K4me3 peptide binding; Potency, µM (doses to about 114 µM), for inactives: top-dose activity change, negative = inhibition, usual class: inhibitors; O75164; also: potency is read from the fitted curve at half-maximal effect; % is scaled to controls: 0 for no effect and ±100 for the full control effect; nearly all actives have a fitted effect of over 50% in size
GLS inhibitor = inhibitors of human glutaminase (GLS); Potency, µM (highest dose often 45.5 µM), for inactives: at the top dose activity change, negative = inhibition, hits mostly inhibitors; O94925; GLS enzymatic activity, qHTS titration; 0.21% of 410,000 active; AID 624170; also: potency is read from the fitted curve at half-maximal effect; % is scaled to controls: 0 for no effect and ±100 for the full control effect
Target sequence (O94925 whole entry, looked up): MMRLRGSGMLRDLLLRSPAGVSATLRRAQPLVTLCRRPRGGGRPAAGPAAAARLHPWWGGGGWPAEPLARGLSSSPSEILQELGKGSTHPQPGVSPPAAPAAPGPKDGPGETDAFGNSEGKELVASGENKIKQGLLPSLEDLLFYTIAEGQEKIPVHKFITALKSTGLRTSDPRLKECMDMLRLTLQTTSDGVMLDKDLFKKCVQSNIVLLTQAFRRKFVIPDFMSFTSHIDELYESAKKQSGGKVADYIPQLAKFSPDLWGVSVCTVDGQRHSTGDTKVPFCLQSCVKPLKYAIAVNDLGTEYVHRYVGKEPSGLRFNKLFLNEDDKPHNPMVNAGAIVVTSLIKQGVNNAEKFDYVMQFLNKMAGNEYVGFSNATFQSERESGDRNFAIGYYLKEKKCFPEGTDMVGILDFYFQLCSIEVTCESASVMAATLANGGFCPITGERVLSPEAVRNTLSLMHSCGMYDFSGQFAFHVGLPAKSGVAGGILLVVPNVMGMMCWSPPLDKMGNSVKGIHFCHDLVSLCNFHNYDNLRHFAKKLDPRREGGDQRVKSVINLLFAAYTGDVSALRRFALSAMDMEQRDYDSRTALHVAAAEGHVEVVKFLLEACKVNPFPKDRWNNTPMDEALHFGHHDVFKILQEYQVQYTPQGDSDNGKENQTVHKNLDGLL
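Glutamate formation by hKGA was monitored fluorometrically using coupled glutamate oxidase, HRP and Amplex Red. Substrate was added as 1 mM L-glutamine solution; incubation was 30 min at RT after an initial read.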
HP1b binding inh = inhibitors of HP1-beta chromodomain binding to methylated histone tails; P83916; AlphaScreen HP1-beta / biotin-H3K9me3 peptide binding; Potency, µM (doses to about 114 µM), for the others: top-dose activity change, negative = inhibition, usual class: inhibitors; 0.56% of 390,000 active; AID 540317; also: potency is read from the fitted curve at half-maximal effect; nearly all actives have a fitted effect of over 70% in size; inactives centre near 23
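HP1-beta protein (50 nM final) preincubated 30 min at room temperature with biotinylated H3(1-18)K9me3 peptide (50 nM) in PBS pH 7.4, 0.01% Tween-20, then compound added for 30 min. AlphaScreen streptavidin donor/nickel chelate acceptor beads (10 ug/mL final), 30 min dark, luminescence read.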
BAZ2B inh = blocks human BAZ2B | 4.4% of 360,000 active | AID 504333 | Q9UIF8 | AlphaScreen BAZ2B-H3K14Ac peptide displacement | Potency, µM (titrated, usually from 114 µM), without a hit: at the highest dose activity change, negative = inhibition, actives largely listed as inhibitors; also: potency is read from the fitted curve at half-maximal effect; % is scaled to controls: 0 for no effect and ±100 for the full control effect; nearly all actives have a fitted effect of over 60% in size
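Complex of BAZ2B and biotin-H3K14Ac (50 nM apiece) forms over 30 min at RT, then faces library compounds up to 110 uM for another 30 min; AlphaScreen beads added, 20 min dark incubation, luminescence read.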
Pin1 inhibitor = inhibitors of human Pin1; Q13526; Pin1 FP peptide displacement, HiFluor488, 10 min; Potency, µM (doses to about 115 µM), for inactives: top-dose activity, negative = inhibition, hits mostly inhibitors; 0.009% of 390,000 active; active = well fitted inhibition curve with a large enough effect in the polarisation, with a control signal flat, not every such curve was filed as active; inconclusive = small, poorly fitted or top-dose-only effect, or effect the other way, or a change in a side signal; inactive = no such curve, though single readings can be large or run the other way; the % refers to the polarisation; also: potency is read from the fitted curve at half-maximal effect; % is scaled to controls: 0 for no effect and ±100 for the full control effect
PI4K2A block = blocks human PI4K2A kinase activity; Q9BTU6; purified PI4K2A, ADP-Glo luminescence, 1 h; active compounds read low; activity change, negative = inhibition, % at 76.9 µM; 0.13% of 420,000 active; AID 1346378; in the data active = activity change below about -50%; inconclusive = mostly about -30% to -49%;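 also: -100% = wells without enzyme as full effect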
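ADP-Glo luminescence measured ADP generated by PI4K2A enzyme (4 ug/mL before mixing) with 1.2 mM PI substrate (pre-mix) and 300 microM ATP (pre-mix). Tris pH7.5 buffer with MgCl2, Triton X-100; 1 h reaction at ambient temperature.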
Tb PGK inh = blocks T. brucei phosphoglycerate kinase | AID 602233 | Potency, µM (highest dose often 57.5 µM), inactives show top-dose activity change, negative = inhibition, hits mostly inhibitors | 0.043% of 380,000 active | P07378 | PGK/GAPDH coupled, Kinase-Glo luminescence, 60 min; also: potency is read from the fitted curve at half-maximal effect; % is scaled to controls: 0 for no effect and ±100 for the full control effect; nearly all actives have a fitted effect of over 60% in size
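Recombinant glycosomal PGK reaction used 1,3-bisphosphoglycerate generated in-well by GAPDH (100nM final) in 100mM TEA pH 7.6, 5mM MgCl2, 0.01% Tween-20. After 60 minutes at room temperature, ATP was read by Kinase-Glo Plus luminescence end-point.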
Numbers without * were called inactive; i = inactive; ? = inconclusive; · = no result given; [ ] = remark or other dose. Unless noted, calls follow the shape of the dose curve; as a rule, active = well fitted curve in the direction sought with a large enough effect; inconclusive = small, poorly fitted or top-dose-only effect, or another doubt; inactive = no such curve, though single readings can be large; an effect the other way counts as inactive or inconclusive.

SMILES	G9a inh	ERG Ets-DNA blk	JMJD2A Tudor	GLS inhibitor	HP1b binding inh	BAZ2B inh	Pin1 inhibitor	PI4K2A block	Tb PGK inh
CC(=O)Nc1ccc(Oc2ccc3c(c2)C(=O)NC3=O)cc1	·	-1%	-6%	14%	14%	10%	0%	7	3%
C[C@@H]1COC(=O)[C@@H](Cc2ccc(F)cc2)C/C=C\C[C@H](CC(=O)N(CCO)Cc2ccccc2)C(=O)N1	·	-6%	-1%	-15%	26%	·	-7%	3	-9%
CC1(C(=O)N2CCC(CC3CC(c4cccc(Br)c4)=NO3)(C(=O)NCC3CCCCC3)CC2)CC1 (stereo unspecified)	-3%	6%	-17%	0%	32%	-10%	9%	1	-4%
COc1ccc(Br)cc1/C=N/n1c(-c2ccccc2)n[nH]c1=S	3.5µM*	5%	?	-4%	30%	-35%	10%	5	0%
Cn1c(N)c(C(=O)c2cc(-c3ccccc3)nc3ccccc23)c(=O)n(C)c1=O	-38%[59 µM]	-12%	10%	1%	34%	-2%	-4%	9	-2%
Cc1cc(C)cc(NC(=O)C(c2ccccc2)N2CCCC2)c1 (stereo unspecified)	-8%[59 µM]	4%	0%[57.1 µM]	6%	19%	-1%	2%	2	-2%
Cc1ccc(S(=O)(=O)/C(C#N)=C/c2c(N3CCCCC3)nc3ccccn3c2=O)cc1	·	-4%	-26%	-18%	-5%	-16%	?	1	3%
N#Cc1ccc(CSc2nc3c(c(=O)[nH]2)CCC3)cc1	?	-2%	-12%	-1%	41%[activator]	3%	-3%	2	·
COc1ccccc1CNC(=O)CCCN1C(=O)COc2ccc(C)cc21	-28%	-2%	-15%	2%	17%	11%	2%	4	-4%
CC(C)CNS(=O)(=O)c1ccc(CCC(=O)Nc2ccc3c(c2)OCO3)cc1	3%[59 µM]	-3%	-5%	10%	30%	-1%	1%	-2	9%
N#Cc1c(F)cccc1NCc1cccnc1	8%	10%	-13%	-3%	8%	2%	-15%	2	9%
C/C(N)=C(/C#N)C(=O)COC(=O)Cc1coc2ccc3ccccc3c12	-4%	7%	-1%	-13%	27%	-18%	11%	1	-1%
Cn1c(=O)cc(OCC(=O)NCCCN2CCN(c3cccc(Cl)c3)CC2)c2ccccc21	50µM*	-1%	-35%	7%	17%	-29%	-10%	3	-5%
CCOC(=O)CC(=O)CSc1nc2c(cc1C#N)CCCCC2	7.9µM*	0%	50µM*	-1%	74%[activator]	4%	19%	-2	8%
COC(=O)c1sccc1NC(=O)C12CC3CC(CC(C3)C1)C2	·	-7%	-1%	-2%	12%	·	0%	-1	0%
Cc1ccc([N+](=O)[O-])c(OCCN2CCC(Cc3ccccc3)CC2)c1	?	0%	3.2µM*	-3%	?	22µM*	0%	7	-2%
CCOC(=O)Cc1csc(NC(=O)CC)n1	8%[59 µM]	·	-7%	19%	11%	·	1%	1	-7%
COc1ccc(NC(=O)c2oc3ccccc3c2NC(=O)COc2ccccc2OC)c(OC)c1	5%[12.7 µM]	-18%	-12%	-7%	13%	5%	3%	-1	-4%
Cc1ccc(NC(=O)COC(=O)C2CCC2)cc1S(=O)(=O)N1CCOCC1	·	-3%	-3%	1%	39%[activator]	·	-1%	-3	i
CCOC(=O)CN(C(=O)COc1ccc2c(C)cc(=O)oc2c1)c1ccc(OCC)cc1	·	-8%	-35%	6%	37%	-6%	1%	6	-4%
COC(=O)c1ccc(CNC(=O)Cn2cnc3c(OCc4ccccc4)ncnc32)cc1	·	-1%	-23%	17%	37%	·	16%	0	-9%
Cc1ccccc1-n1nnnc1SCCCC(=O)c1ccc(F)cc1	106%[activator][59 µM]	·	50%[activator]	16%	94%[activator]	58%[activator]	2%	0	0%
Cc1csc(NC(=O)c2cccnc2)n1	18%	0%	-9%	2%	35%[activator]	10%	0%	-7	3%
COc1cc(C(=O)N(Cc2ccc(C(C)C)cc2)C2CCS(=O)(=O)C2)cc(OC)c1OC (stereo unspecified)	3%[59 µM]	0%	-20%	1%	15%	3%	2%	2	-3%
CN(C)S(=O)(=O)N1CCC(Cc2ccccc2)CC1	18%[59 µM]	0%	7%	-11%	42%[activator]	20%	4%	4	7%
COc1cc(NC(=O)c2ccco2)c(C(=O)OCC(=O)Nc2ncc(Cl)cc2Cl)cc1OC	-4%[59 µM]	1%	-20%	-6%	24%	-4%	10%	-1	-4%
CCN(CC)CCN(C(=O)Cn1nnc(-c2ccc(C)o2)n1)C(C(=O)NC(C)(C)C)c1cccs1 (stereo unspecified)	?	12%	-17%	-5%	14%	-22%	6%	0	-2%
Cc1cc(/C=N/NC(=O)c2cccs2)c(C)n1-c1ccccc1	?	12%	?	6%	0%	?	10%	1	-2%
O=C(CN1C(=O)NC2(CCCCCC2)C1=O)c1ccccc1	1%	-1%	-1%	-1%	22%	-11%	-3%	-2	0%
CCCc1cc(=O)oc2cc(O[C@@H]3O[C@H](CO)[C@@H](O)[C@H](O)[C@H]3O)ccc12	0%	2%	-14%	1%	22%	-3%	-5%	-5	-5%

Continued, overlapping the part above by 3 compounds.
SMILES	G9a inh	ERG Ets-DNA blk	JMJD2A Tudor	GLS inhibitor	HP1b binding inh	BAZ2B inh	Pin1 inhibitor	PI4K2A block	Tb PGK inh
Cc1cc(/C=N/NC(=O)c2cccs2)c(C)n1-c1ccccc1	?	12%	?	6%	0%	?	10%	1	-2%
O=C(CN1C(=O)NC2(CCCCCC2)C1=O)c1ccccc1	1%	-1%	-1%	-1%	22%	-11%	-3%	-2	0%
CCCc1cc(=O)oc2cc(O[C@@H]3O[C@H](CO)[C@@H](O)[C@H](O)[C@H]3O)ccc12	0%	2%	-14%	1%	22%	-3%	-5%	-5	-5%
Nc1cccc2c(=O)c3ccccc3[nH]c12	10%[59 µM]	-15%	-8%	-1%	21%	?	7%	-1	-8%
Cc1ccc2c(c1)N(CC(=O)N1CCCC(C)C1)C(=O)CO2 (stereo unspecified)	10%	10%	-10%	-5%	27%	-11%	-4%	7	-8%
CCC(Sc1nc2ccccc2c(=O)n1CCN1CCOCC1)C(=O)NCc1cccnc1 (stereo unspecified)	28%[59 µM]	8%	-1%	-1%	23%	11%	-1%	5	i
COc1cc(C(=O)N2CCN(c3ccccc3)CC2)c([N+](=O)[O-])cc1OC	·	-2%	?	12%	30%	-13%	-6%	12	-4%
COCc1cc(=O)[nH]c(SCCS(=O)(=O)c2ccc(C)cc2)n1	·	-7%	-6%	11%	16%	20%	2%	-1	-5%
Cc1ccccc1C(=O)NCCNC(=O)c1cnccn1	8%	-9%	-16%	4%	4%	2%	-2%	3	-9%
O=C(NC1CCCC1)C(c1ccccc1)N(C(=O)c1ccco1)C1CCCC1 (stereo unspecified)	4%[59 µM]	·	-20%	6%	12%	-1%	1%	-5	·
COc1ccc(/C=N/N2CCN(c3ccncc3S(=O)(=O)N3CCCCC3)CC2)cc1	-25%[2.33 µM]	-5%	9%	13%	11%	-4%	-7%	9	-5%
CCc1ccc(-n2nnc(-c3nc(-c4cccs4)no3)c2N)cc1	4%[59 µM]	-3%	-1%	0%	30%	-1%	-3%	2	7%
C(=N\NC1=Nc2cccc3cccc1c23)/c1ccccn1	-46%	20%	?	9%	-6%	?	?	-2	5%
Nc1nc(SCc2nc(-c3ccccc3)no2)[nH]c(=O)c1-c1ccccc1	1%	12%	-19%	5%	18%	-32%	-3%	-3	2%
CN(C)c1ccc(CN2CCCC(O)C2)cc1 (stereo unspecified)	-4%[59 µM]	-2%	-12%	47%[activator]	27%	-4%	0%	-2	0%
CC(=O)OC(C)(C)C1Cc2cc3ccc(=O)oc3cc2O1 (stereo unspecified)	10%	3%	21%	-7%	18%	5%	-6%	3	-1%
Cc1ccccc1CSc1nc2ccsc2c(=O)n1CCC(C)C	16%[59 µM]	-2%	42%[activator]	2%	45%[activator]	3%	-3%	-1	-2%
CCCCCCc1ccc(N2C[C@H](CCCCC)[C@@H](CC(=O)NCc3ccccc3)C2=O)cc1	·	9%	6%	0%	55%[activator]	0%	-3%	0	0%
Nc1ccc(Oc2ncccn2)c(Cl)c1	20%	13%	-1%	1%	14%	3%	-7%	0	-2%
CCCNC(=O)Nc1cc(S(=O)(=O)CC)ccc1O	6%	3%	-14%	22%	32%	-5%	3%	-10	0%

Shown as a hit in G9a inh, among the entries above:
SMILES	G9a inh	ERG Ets-DNA blk	JMJD2A Tudor	GLS inhibitor	HP1b binding inh	BAZ2B inh	Pin1 inhibitor	PI4K2A block	Tb PGK inh
COc1ccc(Br)cc1/C=N/n1c(-c2ccccc2)n[nH]c1=S	3.5µM*	5%	?	-4%	30%	-35%	10%	5	0%
Cn1c(=O)cc(OCC(=O)NCCCN2CCN(c3cccc(Cl)c3)CC2)c2ccccc21	50µM*	-1%	-35%	7%	17%	-29%	-10%	3	-5%
CCOC(=O)CC(=O)CSc1nc2c(cc1C#N)CCCCC2	7.9µM*	0%	50µM*	-1%	74%[activator]	4%	19%	-2	8%
